Assay outcomes deposited in PubChem BioAssay by The Scripps Research Institute Molecular Screening Center.
ADAM17 inh: ADAM17 inhibitors, primary screen, biochemical, QFRET; recombinant ADAM17, EDANS/DABCYL FRET peptide cleavage; actives 0.83% (n = 370,000); inhibition, % at 6.95 µM; Disintegrin and metalloproteinase domain-containing protein 17 (Homo sapiens), P78536;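 active = inhibition above the mean of compounds lying between control limits plus 3 SD, set per campaign, cut at about 8.5% in these data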;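 also: 0% = DMSO-only wells as the low control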
Target sequence (P78536 215-824 limits assumed): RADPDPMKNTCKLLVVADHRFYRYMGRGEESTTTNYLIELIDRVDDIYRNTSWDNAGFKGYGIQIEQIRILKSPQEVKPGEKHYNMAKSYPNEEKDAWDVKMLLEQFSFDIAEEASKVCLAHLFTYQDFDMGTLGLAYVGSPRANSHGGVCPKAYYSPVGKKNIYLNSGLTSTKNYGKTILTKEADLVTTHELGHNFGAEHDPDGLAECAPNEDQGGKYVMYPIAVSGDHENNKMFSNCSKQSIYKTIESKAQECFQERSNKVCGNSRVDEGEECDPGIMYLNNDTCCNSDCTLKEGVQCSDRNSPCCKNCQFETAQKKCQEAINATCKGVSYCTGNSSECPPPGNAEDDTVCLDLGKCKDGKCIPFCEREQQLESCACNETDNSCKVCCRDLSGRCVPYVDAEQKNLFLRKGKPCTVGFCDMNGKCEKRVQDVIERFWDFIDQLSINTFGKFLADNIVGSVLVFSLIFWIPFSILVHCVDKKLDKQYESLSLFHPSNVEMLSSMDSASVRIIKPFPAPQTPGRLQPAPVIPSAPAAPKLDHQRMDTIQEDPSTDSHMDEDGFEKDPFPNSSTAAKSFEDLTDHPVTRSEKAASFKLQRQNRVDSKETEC
DDE Tn7 FP inh: inhibitors of Tn7 peptide binding to fibrin DD(E), primary screen, biochemical, fluorescence polarization, human fibrin, Tn7 probe | Fibrinogen beta chain (Homo sapiens), P02675 | actives 0.13% (n = 370,000) | FP displacement of FITC-Tn7 peptide from fibrin DD(E); 0% = median of compound wells per plate | inhibition, % at 8.3 µM;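 active = inhibition above the mean of compounds falling within the control limits plus 3 SD of them, cut at about 14% in these data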;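 also: 0% = plate median of compound wells and 100% = 10 µM Aha-Tn7 peptide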
Target sequence (P02675 whole entry, looked up): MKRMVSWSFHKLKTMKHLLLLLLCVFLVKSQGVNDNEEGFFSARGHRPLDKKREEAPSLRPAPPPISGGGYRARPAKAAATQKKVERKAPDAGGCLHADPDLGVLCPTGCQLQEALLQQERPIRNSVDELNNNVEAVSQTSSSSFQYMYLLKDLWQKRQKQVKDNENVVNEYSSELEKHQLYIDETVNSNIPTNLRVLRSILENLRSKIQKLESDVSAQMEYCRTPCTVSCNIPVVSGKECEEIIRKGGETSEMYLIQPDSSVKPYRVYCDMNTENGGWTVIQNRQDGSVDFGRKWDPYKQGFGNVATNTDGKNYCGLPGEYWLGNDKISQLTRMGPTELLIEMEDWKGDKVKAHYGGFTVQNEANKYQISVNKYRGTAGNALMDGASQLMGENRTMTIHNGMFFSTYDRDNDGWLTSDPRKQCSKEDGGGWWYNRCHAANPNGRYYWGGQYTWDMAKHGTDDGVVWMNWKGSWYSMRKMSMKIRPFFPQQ
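Assay system: human fibrin DD(E). Input: DD(E) 2 µM final. Medium: Tris buffer with calcium and detergent, pH 7.8. Compound dosing: single point at 8.3 µM. Timing: 10 min plus 3 h, room temperature. Technique: fluorescence polarization of the labelled Tn7 tracer. Read-out: percent inhibition. Replicates: singlicate testing.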
TDP2 inh: human TDP2 enzyme inhibitors, primary screen, biochemical, epi absorbance, recombinant enzyme. Tyrosyl-DNA phosphodiesterase 2 (Homo sapiens), O95551. inhibition, % at 12.8 µM. AID 720702, 2013. actives 0.34% (n = 370,000). T5PNP hydrolysis, p-nitrophenol absorbance 415 nm;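 active = inhibition above the mean of all tested compounds plus 3 SD, set per campaign, cut at about 25% in these data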;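 also: 0% = DMSO with enzyme and 100% = buffer with substrate but no TDP2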
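System – recombinant human TDP2 · Quantity – TDP2 enzyme at 120 nM final · Doses – single concentration, 12.8 µM nominal, with 1% DMSO · Incubation – 2 h at 37 °C · Measured by – epi absorbance of p-nitrophenol freed from T5PNP by hydrolysis · Read-out – % inhibition relative to enzyme-containing and enzyme-free wells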
SIAE primary: human SIAE inhibitors, primary screen, biochemical, fluorescence polarization, FP-Rh probe, 1536-well HTS; Sialate O-acetylesterase (Homo sapiens), Q9HAT2; AID 1053197, 2014; inhibition, % at 9.66 µM; actives 0.69% (n = 370,000); SIAE FP-Rh probe binding;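 active = inhibition above a cutoff: mean of compounds within the control limits plus 3 SD of those, cut at about 17% in these data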;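 also: 0% = plate median of compound wells and 100% = probe without SIAE protein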
ASAP1 inh: inhibitors of human ASAP1 ArfGAP activity, primary screen, biochemical, fluorescence polarization; Arf-GAP with SH3 domain, ANK repeat and PH domain-containing protein 1 (Homo sapiens), …; ASAP1-stimulated ARF1 GTP hydrolysis, GDP FP detection; inhibition, % at 16.5 µM; actives 0.19% (n = 360,000); in the data active = inhibition above about 25%;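 also: 0% = vehicle with enzyme and substrate and 100% = no enzyme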
ARFGAP1 inhibitor: inhibitors of rat ARFGAP1 GAP activity, primary screen, biochemical, fluorescence polarization, GDP tracer | AID 651572, 2012 | actives 0.26% (n = 360,000) | ADP-ribosylation factor GTPase-activating protein 1 (Rattus norvegicus), Q62848 | inhibition, % at 16.5 µM | Arfgap1-stimulated ARF1 GTP hydrolysis, GDP FP detection;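 active = inhibition above a per-plate limit, mean inhibition of low control wells plus 3 SD, cut at about 25% in these data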;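 also: 0% = DMSO wells with enzyme and 100% = wells lacking Arfgap1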
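Repeats: one replicate per compound; assay system: rat Arfgap1 catalytic domain, aa 1-136; times: enzyme reaction 120 min at 25 °C after 20 min preincubation; detection: FP of antibody-bound GDP Alexa 633 tracer, ex 620/em 688 nm; benchmarks: high control wells lacking Arfgap1, low control full reaction with DMSO; reagent: human ARF1(Δ1-17)-GTP substrate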
PLCb3 inh: human PLC-beta3 inhibitors, primary screen, biochemical, fluorescence; 1-phosphatidylinositol 4,5-bisphosphate phosphodiesterase beta-3 (Homo sapiens), Q01970; AID 720704, 2013; actives 0.18% (n = 370,000); inhibition, % at 12.2 µM; Purified PLC-beta3, fluorogenic substrate; in the data active = inhibition above about 11%;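 also: 0% = median of compound wells on plate and 100% = full blocker control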
ADAM10 inh: human ADAM10 inhibitors, primary screen, biochemical, QFRET, HTS | Disintegrin and metalloproteinase domain-containing protein 10 (Homo sapiens), O14672 | recombinant ADAM10, EDANS/DABCYL FRET peptide cleavage, 3 h | inhibition, % at 7 µM | actives 0.62% (n = 370,000) | AID 720582, 2013;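 active = inhibition above a per-campaign cutoff equal to the mean of compounds falling between control-based bounds plus 3 SD, cut at about 20% in these data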;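 also: 0% = DMSO wells while the 100% control is not disclosed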
Tn6 DDE FP: inhibitors of Tn6 peptide binding to fibrin DD(E), primary screen, biochemical, fluorescence polarization, human fibrin, Tn6 probe | Fibrin DD(E) TRITC-Tn6 fluorescence polarization displacement | inhibition, % at 8.3 µM | actives 0.21% (n = 370,000) | AID 720509, 2013;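 active = inhibition above a per-campaign cutoff: mean of compounds within control limits plus 3 SD, cut at about 15% in these data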;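 also: 0% = median of all compound wells on the plate and 100% = blocking peptide control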
PLCg1 inh: PLC-gamma1 enzyme inhibitors, primary screen, biochemical, fluorescence, purified enzyme | 1-phosphatidylinositol 4,5-bisphosphate phosphodiesterase gamma-1 (Homo sapiens), P19174 | fluorogenic substrate | inhibition, % at 12.2 µM | actives 0.84% (n = 370,000); in the data active = inhibition above about 9.5%
Numbers without * were called inactive.

SMILES	ADAM17 inh	DDE Tn7 FP inh	TDP2 inh	SIAE primary	ASAP1 inh	ARFGAP1 inhibitor	PLCb3 inh	ADAM10 inh	Tn6 DDE FP	PLCg1 inh
CC1CCCCC1NC(=O)CSc1nnc(N)s1 (stereo not drawn)	-1.2	-4.6	-3.3	0.7	3.4	-5.4	-23.9	0.3	-3.9	6.7
Fc1cccc(Cc2c(-c3cccc(Br)c3)nc3ccc(Cl)cn23)c1	-4.7	-3.5	-5.4	-9.9	1.6	2.8	-21.1	-14.1	-1.8	-6.0
Cc1cc(C(=O)NCC2CCCO2)n(-c2ccccc2)n1 (stereo not drawn)	-2.1	-4.6	5.5	13.2	-8.2	-10.2	-3.0	-9.0	-0.7	-2.4
Cc1ccc(SCC(=O)OCC(=O)N2CCN(C(=O)c3ccco3)CC2)c(C)c1	3.0	3.3	-12.7	-0.6	-1.0	-10.1	-8.2	-16.9	-5.6	-3.1
Cn1c(SCC(=O)N2CCOCC2)nnc1-c1ccccc1	7.1	-11.9	-14.3	-1.5	-6.3	-1.2	12.0*	6.6	3.6	8.9
CC(C)(C)NC(=O)C1CCN(S(=O)(=O)c2cccc(C(F)(F)F)c2)CC1	-2.8	2.2	6.1	3.9	10.4	-8.4	-0.2	3.5	-7.9	1.5
COc1ccccc1OCC(=O)NCC1CCCN(C(=O)c2ccccc2C(C)=O)C1 (stereo not drawn)	-0.9	-4.9	4.3	0.2	-6.3	27.9*	-3.3	-5.7	4.0	0.1
Nc1c(-c2ccc(Cl)cc2)cnn1-c1cccc(C(F)(F)F)c1	3.9	8.8	-3.7	-1.6	11.1	-13.3	-0.3	-1.7	2.8	1.8
C/C(=N/NC(=O)c1cccc(N2CCCC2=O)c1)c1ccc(Br)cc1	-1.7	-5.6	1.0	7.1	-4.2	10.8	-3.9	-4.7	8.4	-0.4
CN(C)S(=O)(=O)c1ccc(NC(=O)CN2CCC(Cc3ccccc3)CC2)cc1	6.4	-2.9	-5.2	-6.6	-7.1	-6.8	4.7	11.1	-1.4	2.2
Cn1c(=O)c2ncn(C)c2n(C)c1=O	0.4	1.0	1.1	-0.6	-3.8	13.8	4.2	-22.4	-2.1	-1.1
Cc1cc(C)cc(N(CC(=O)NCCSc2ccccn2)S(=O)(=O)c2ccccc2)c1	2.3	3.3	8.5	2.6	-4.6	6.9	2.3	4.3	-7.1	0.0
O=C(COC(=O)c1ccc(NS(=O)(=O)c2ccc3c(c2)OCCO3)cc1)NC1CCS(=O)(=O)C1 (stereo not drawn)	-2.0	-5.5	-1.1	-1.5	0.4	3.1	-0.9	-2.6	1.1	-2.0
COc1ccc(CN2C(=O)c3ccc(C(=O)O)cc3C2=O)cc1	-0.8	4.0	13.3	-7.4	-0.5	-5.6	-1.6	4.3	-0.7	2.7
O=C(COC(=O)c1cccc(O)c1)Nc1ccc(N2CCOCC2)cc1	7.5	-4.0	-9.3	-9.9	-10.2	-5.8	-4.9	3.4	-2.4	1.7
COCc1[nH]nc2c1C(c1ccc(F)cc1F)C(C#N)=C(N)O2 (stereo not drawn)	1.0	0.6	-6.5	4.3	-6.0	3.3	2.9	2.0	-5.7	2.6
CCOC(=O)N1CCC(NC(=O)c2cc(COc3c(C)cccc3C)on2)CC1	1.6	1.8	0.7	4.3	-11.3	-12.4	-10.7	6.5	1.2	-3.7
COc1cccc(CNc2ccc(C)c(Cl)c2)c1	2.0	-2.0	9.0	2.7	-6.5	-7.1	0.7	6.9	0.1	-1.8
COc1ccccc1-c1c(C(F)(F)F)oc2cc(OC(=O)c3ccc([N+](=O)[O-])cc3)ccc2c1=O	-1.4	-0.3	0.6	2.9	0.9	0.5	-104.2	-6.4	4.0	-91.7
COCCn1c(SCC(=O)Nc2nnc(C)s2)nnc1-c1ccoc1C	-1.3	7.6	14.7	2.4	-7.1	0.5	-3.3	-1.1	1.2	4.3
CC12CC3CC(C)(C1)CC(C(=O)NCc1ccncc1)(C3)C2	0.8	-1.6	-0.9	-5.2	5.4	-8.9	-4.7	1.1	-5.3	0.0
COc1ccc(-c2noc(CCC(=O)NC3CCN(Cc4ccccc4)CC3)n2)cc1	-4.1	-3.0	-2.4	1.3	-3.8	4.6	-1.9	-5.4	2.4	-0.4
O=C(NCC1CCCO1)c1c(O)c2ccccc2[nH]c1=O (stereo not drawn)	-0.1	-4.0	-4.7	0.5	5.0	-3.8	1.7	-7.7	0.9	-1.6
O=Cc1c(F)cccc1N1CCCC1	-1.8	-2.5	-0.3	4.9	-14.0	-5.7	0.7	-2.8	9.7	3.3
CC1(C)C(=O)OC(c2cccn2-c2ccc([N+](=O)[O-])cc2)C2(CCCCC2)C1=O (stereo not drawn)	-4.4	-3.0	3.0	-4.6	6.3	1.7	0.0	0.2	3.6	-0.4
O=S(=O)(c1ccc(F)cc1)N1CCN(c2ncccn2)CC1	-5.5	-5.7	6.2	6.5	8.2	9.0	-8.9	-15.9	1.5	-0.8
CC(=O)Oc1ccc(/C=C(\NC(=O)c2ccco2)C(=O)NCc2ccccc2)cc1	-0.5	0.1	23.9	-0.2	-11.1	8.0	-0.9	1.7	-2.8	1.2
COc1ccc(CCNC(=O)CSc2nnnn2C)cc1OC	-0.8	-2.1	4.3	0.7	-0.8	-5.3	4.3	2.8	-3.5	3.8
CCN1C(=NCC2CC2)N[C@@H](c2ccccc2)C(C(=O)OC)=C1C	-4.5	-3.3	0.7	7.1	-4.1	3.2	0.6	-4.3	-7.4	3.4
CCSc1nc2c(c(=O)n1CC)SC(C)C2 (stereo not drawn)	-5.9	10.8	13.8	-0.5	3.6	9.9	1.3	2.8	-2.2	-1.8
CC1CCN(Cc2c(C#N)c3ccccc3n2C)CC1	-0.6	4.2	-7.6	-6.4	-0.3	-13.2	-48.8	-21.6	-2.3	-34.6
CCCN1Cc2cccc(C(=O)N3CCN(c4ccc(OC)cc4)CC3)c2C1=O	-1.4	-3.1	2.1	5.4	15.1	15.7	-3.6	-2.0	-0.1	0.0
CCCOC1CCCN(C(=O)c2ccc(OC3CCN(Cc4ccccn4)CC3)cc2)C1 (stereo not drawn)	-18.3	-0.5	16.6	8.4	-4.3	-0.4	-6.2	-9.5	4.4	0.2
CCN(c1ccccc1)S(=O)(=O)c1ccc(Oc2ccccc2C(C)=O)nc1	3.3	-6.1	-1.1	-0.7	2.0	-2.1	2.1	1.4	-0.6	1.3
Cn1c(NCC2CCCO2)nc2c1c(=O)n(Cc1ccccc1)c(=O)n2C (stereo not drawn)	-0.4	-0.4	-6.5	2.1	-13.5	4.2	4.1	1.6	2.7	0.4
COc1ccc(S(=O)(=O)Nc2c3ccccc3nc(=O)n2-c2ccccc2)cc1	-17.9	3.8	14.8	7.1	-0.3	1.6	-9.7	-47.3	-8.3	-10.2
CCC(=O)Nc1cccc(Br)c1	-4.1	-0.6	0.0	-0.7	-0.4	-8.1	-4.1	-4.5	-6.6	-0.7
CCN(CC)CCCn1c2c(c(SCC(=O)Nc3ccc4c(c3)OCCO4)nc1=O)CCC2	-1.3	4.8	1.0	13.9	-1.5	-5.3	-3.6	-1.1	8.2	-1.4
COC(=O)C1=C(C)N(C)C(=NCc2cc(OC)c(OC)c(OC)c2)NC1c1ccc(Cl)cc1 (stereo not drawn)	6.3	-4.9	-21.4	-5.3	4.2	6.1	13.1*	-2.9	7.2	4.4
CC1=C(C(=O)OCCOc2ccccc2)C(c2coc3ccccc3c2=O)C2=C(CCCC2=O)N1 (stereo not drawn)	2.6	-6.3	-6.5	-1.3	-13.0	2.3	-10.8	-6.1	4.1	-4.0
Cc1ccc(C(=O)C2CCNCC2)cc1	-4.0	-2.8	3.0	-7.2	-8.8	7.9	1.4	-3.8	-3.6	1.2
c1ccc(NCc2nc3ccccc3n2CCOc2ccccc2)cc1	6.0	6.0	-20.7	3.6	-7.0	1.2	7.3	12.8	1.3	3.9
COc1cccc(NC(=O)c2cnc(SC)nc2)c1	-4.0	5.4	7.3	-4.8	-0.9	-7.6	-5.4	1.1	5.1	-5.5
O=C(Cn1cnc2ccccc2c1=O)NCc1ccco1	-3.0	7.8	8.8	5.5	-0.5	-4.0	-1.7	3.0	-1.4	-0.7
Cc1ccc(NC(=S)NNc2ccc([N+](=O)[O-])cc2S(=O)(=O)Nc2ccccc2C(=O)O)cc1C	4.2	-1.7	-3.6	13.8	3.9	-3.8	-5.8	11.2	3.6	-1.2
O=C(O)c1oc2ccccc2c1CSCc1ccccc1	-1.7	-4.8	4.9	-4.2	2.5	-5.7	-24.1	-5.6	-0.7	-4.0
C=CCn1c(COc2ccccc2)nnc1SCC(=O)N/N=C/c1ccc(C)cc1	-3.5	2.2	2.7	13.9	7.0	-1.2	1.5	-1.8	-6.8	-2.7

Three compounds drawn at random from those above:
SMILES	ADAM17 inh	DDE Tn7 FP inh	TDP2 inh	SIAE primary	ASAP1 inh	ARFGAP1 inhibitor	PLCb3 inh	ADAM10 inh	Tn6 DDE FP	PLCg1 inh
COc1cccc(NC(=O)c2cnc(SC)nc2)c1	-4.0	5.4	7.3	-4.8	-0.9	-7.6	-5.4	1.1	5.1	-5.5
O=C(O)c1oc2ccccc2c1CSCc1ccccc1	-1.7	-4.8	4.9	-4.2	2.5	-5.7	-24.1	-5.6	-0.7	-4.0
CCCN1Cc2cccc(C(=O)N3CCN(c4ccc(OC)cc4)CC3)c2C1=O	-1.4	-3.1	2.1	5.4	15.1	15.7	-3.6	-2.0	-0.1	0.0
